# Screens deposited in PubChem BioAssay by several laboratories.
# RTF Ca sens inh – cardiac RTF calcium desensitization; IANBD-labeled cardiac RTF, Ca2+ fluorescence; inhibition, % at 7.15 µM; hit rate 0.12% among 340,000; AID 493244;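 active means inhibition above the mean inhibition of all tested compounds plus 3 SD, cut at about 17% in these data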;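 further: assay run at fixed EC70 calcium of 1.6 mM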
# C-LANA FP – KSHV C-LANA DNA binding inhibition; MBP-C-LANA/FAM-LBS DNA binding, fluorescence polarization; inhibition, % at 9 µM; hit rate 0.078% among 340,000;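 active means highest replicate inhibition at or above 60% at 9 µM, even if other replicates fall short; inactive means all replicates below 60% inhibition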;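 further: 0% = neutral control wells and 100% = 4 µM acridine orange control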
# cardiac RTF act – cardiac RTF calcium sensitization; activation, % at 7.2 µM; IANBD-labeled TnC RTF fluorescence at EC20 calcium; 0% EC20 calcium, 100% full calcium; hit rate 0.24% among 340,000; P19429+P45379;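 active means activation above the mean over all tested compounds plus 3 SD, cut at about 30% in these data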;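 further: rise in fluorescence read as greater calcium sensitivity of cardiac thin filaments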
# PvdQ inh – blocks Pseudomonas aeruginosa PvdQ acylase activity. purified PvdQ acylase, fluorescence plate reader. inhibition, % at 10 µM. hit rate 0.063% among 340,000. AID 488965; in the data active means inhibition above about 30%, passing the limit was not always enough;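 further: 0% = vehicle neutral wells and 100% = reference inhibitor wells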
# Rtt109 Vps75 – inhibitors of Candida albicans Rtt109/Vps75 histone acetyltransferase; inhibition, % at 34.9 µM; Q5AAJ8; purified Rtt109/Vps75, ThioGlo CoA-SH fluorescence, 4 h; hit rate 0.16% among 330,000; AID 540336;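 active means inhibition of at least 50% in every replicate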
# Target sequence (Q5AAJ8 whole entry, looked up): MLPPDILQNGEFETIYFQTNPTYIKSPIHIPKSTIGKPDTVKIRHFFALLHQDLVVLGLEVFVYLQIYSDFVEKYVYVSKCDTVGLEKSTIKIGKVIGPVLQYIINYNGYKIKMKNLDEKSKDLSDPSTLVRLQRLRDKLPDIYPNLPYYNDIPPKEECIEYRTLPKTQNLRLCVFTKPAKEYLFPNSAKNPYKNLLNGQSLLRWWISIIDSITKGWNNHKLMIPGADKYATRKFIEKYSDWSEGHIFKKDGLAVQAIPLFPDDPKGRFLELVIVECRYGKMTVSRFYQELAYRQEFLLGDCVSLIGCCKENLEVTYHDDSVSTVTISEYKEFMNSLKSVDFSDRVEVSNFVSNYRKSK
# NSD2 HMT inh – NSD2 (human) methyltransferase inhibition. NSD2 peptide methylation, AlphaScreen, 120 min. O96028. inhibition, % at 12.5 µM. hit rate 0.54% among 310,000; in the data active means inhibition above about 50%
# dFosB activator – activators of mouse delta FosB homodimer; hit rate 0.99% among 340,000; purified delta FosB, TAMRA-CDK5 oligo fluorescence polarization; percent of positive-control signal above neutral wells; activation, % at 25 µM; AID 493131;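 active means mean activation above about 17%, with every replicate also reaching it, limit read from the data, passing the limit was not always enough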;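 further: fluorescence polarization rise as delta FosB binds a TAMRA Cdk5 AP-1 oligo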
# PfHsp90 yeast 2 – reduces growth (ATP signal) of yeast expressing P. falciparum Hsp90; S. cerevisiae expressing PfHsp90, BacTiter-Glo ATP, 48 h; yeast lacking PDR1 and PDR3 efflux regulators; inhibition, % at 9.4 µM; hit rate 0.32% among 310,000;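 active means every replicate shows inhibition above about 80%, whatever the replicate mean, limit read from the data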;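 further: 0% = DMSO neutral controls and 100% = 20 µM radicicol positive controls; yeast relying on Plasmodium falciparum Hsp90 in place of its own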
# CDK5 inh – blocks human CDK5/p35 kinase activity; hit rate 0.01% among 330,000; Recombinant CDK5/p35, ADP-Glo luminescence, 60 min; Q00535+Q15078; inhibition, % at 10 µM;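 active means highest replicate inhibition of at least 50% and at least 75% of replicates reaching 50%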;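 further: plate controls were DMSO neutral control for no effect and GW8510 at 10 µM for full effect; many of its hits are not listed in these tables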
# Keap1-Nrf2 PPI – Keap1-Nrf2 (human) interaction inhibition; Keap1 Kelch-Nrf2 peptide fluorescence polarization, 1536-well; inhibition, % at 9.4 µM; hit rate 0.15% among 340,000; AID 504523; in the data active means inhibition above about 12%;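 further: human Keap1 Kelch domain with fluorescein labeled Nrf2 9mer peptide probe; 0% = neutral control wells and 100% = peptide positive control; higher means more block of Keap1 binding to Nrf2 peptide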
# Target sequence (Q14145 whole entry, looked up, the tested form may be a part): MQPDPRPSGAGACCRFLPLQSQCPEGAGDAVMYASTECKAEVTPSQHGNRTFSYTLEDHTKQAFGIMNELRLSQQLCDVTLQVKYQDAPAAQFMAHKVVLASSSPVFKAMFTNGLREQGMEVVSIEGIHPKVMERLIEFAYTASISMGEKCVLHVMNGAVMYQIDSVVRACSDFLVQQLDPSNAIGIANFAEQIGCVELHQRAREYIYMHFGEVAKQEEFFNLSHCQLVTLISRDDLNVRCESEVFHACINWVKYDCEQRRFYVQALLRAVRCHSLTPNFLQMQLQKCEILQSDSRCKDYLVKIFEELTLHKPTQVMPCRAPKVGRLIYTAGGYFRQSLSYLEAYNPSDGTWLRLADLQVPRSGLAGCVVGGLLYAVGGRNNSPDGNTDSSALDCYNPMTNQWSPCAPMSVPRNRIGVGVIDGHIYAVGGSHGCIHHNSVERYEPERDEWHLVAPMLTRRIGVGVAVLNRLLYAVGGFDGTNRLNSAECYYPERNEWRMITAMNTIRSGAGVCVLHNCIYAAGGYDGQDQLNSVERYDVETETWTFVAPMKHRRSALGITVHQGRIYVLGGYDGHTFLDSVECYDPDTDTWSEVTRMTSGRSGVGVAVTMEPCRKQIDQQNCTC
# Mot1-301 SUMO – blocks SUMOylation pathway, rescuing yeast Mot1-301 growth; S. cerevisiae Mot1-301 growth rescue, ATP luminescence, 38.5C; percent above DMSO median, 100 means doubled; growth rescue, % at 18.8 µM; hit rate 1% among 320,000;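 active means every valid replicate shows activation above 250% relative to neutral control wells; inactive means the rest, any valid replicate at or below 250%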;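 further: OY570 slx delta 5 strain wells were the positive control but not used for scaling; some compounds called inactive have numbers as strong as hits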
# Active calls of the source: *; nt = not tested or not shown.
# The opening five entries (preview)
1: COc1cccc(CC(=O)NNC(=O)CN(C)S(=O)(=O)c2ccc(C)cc2)c1
2: O=C(CNCc1ccccc1)Nc1ccc(Cl)cc1
3: CCc1nnc(NC(=O)CN2CCN(Cc3cccc(OC)c3)CC2)s1
4: COc1ccc(S(=O)(=O)N2CCCC2C(=O)n2nc(C)cc2C)cc1 (centres undefined)
5: CCOC(=O)CCCSc1nc2sc(C)c(C)c2c(=O)[nH]1

Compound	1	2	3	4	5
RTF Ca sens inh	-5.4	-4.5	6.9	2.8	-5.0
C-LANA FP	-0.1	-2.8	3.2	1.8	0.9
cardiac RTF act	7.8	-1.1	-2.5	-7.8	-2.0
PvdQ inh	-8.7	17.3	4.9	-4.0	-10.5
Rtt109 Vps75	2.4	-2.4	6.4	1.0	0.8
NSD2 HMT inh	-0.9	-11.4	3.3	-0.3	nt
dFosB activator	-1.0	-6.0	-4.4	-1.0	-6.0
PfHsp90 yeast 2	-8.4	20.3	-5.6	1.6	-26.8
CDK5 inh	0.5	-1.0	3.5	0.2	0.6
Keap1-Nrf2 PPI	-1.7	0.2	-7.2	4.5	1.6
Mot1-301 SUMO	-16.2	-13.7	-0.3	-11.3	16.4

# The listing, previewed entries included:
1: COc1cccc(CC(=O)NNC(=O)CN(C)S(=O)(=O)c2ccc(C)cc2)c1
2: O=C(CNCc1ccccc1)Nc1ccc(Cl)cc1
3: CCc1nnc(NC(=O)CN2CCN(Cc3cccc(OC)c3)CC2)s1
4: COc1ccc(S(=O)(=O)N2CCCC2C(=O)n2nc(C)cc2C)cc1 (centres undefined)
5: CCOC(=O)CCCSc1nc2sc(C)c(C)c2c(=O)[nH]1
6: COc1cccc2sc3ccc(NCc4ccc5c(c4)OCO5)cc3c(=O)c12
7: CC(Sc1cccc(C(F)(F)F)c1)C(=O)NC(N)=O (centres undefined)
8: Oc1ccc(-c2csc(Nc3cccc4ccccc34)n2)cc1O

Compound	1	2	3	4	5	6	7	8
RTF Ca sens inh	-5.4	-4.5	6.9	2.8	-5.0	3.6	1.3	-0.3
C-LANA FP	-0.1	-2.8	3.2	1.8	0.9	1.2	-0.3	-1.7
cardiac RTF act	7.8	-1.1	-2.5	-7.8	-2.0	-1.9	-5.8	-3.7
PvdQ inh	-8.7	17.3	4.9	-4.0	-10.5	1.1	7.1	7.9
Rtt109 Vps75	2.4	-2.4	6.4	1.0	0.8	1.7	6.3	-7.7
NSD2 HMT inh	-0.9	-11.4	3.3	-0.3	nt	nt	-1.5	50.7*
dFosB activator	-1.0	-6.0	-4.4	-1.0	-6.0	1.5	2.6	-12.1
PfHsp90 yeast 2	-8.4	20.3	-5.6	1.6	-26.8	5.9	15.2	-17.2
CDK5 inh	0.5	-1.0	3.5	0.2	0.6	-0.7	0.4	1.5
Keap1-Nrf2 PPI	-1.7	0.2	-7.2	4.5	1.6	-0.9	4.9	3.6
Mot1-301 SUMO	-16.2	-13.7	-0.3	-11.3	16.4	112.8	-2.7	2.8

9: Cc1ccc(CS(=O)(=O)c2ccc(C(=O)N3CCN(c4ccccn4)CC3)cc2[N+](=O)[O-])cc1
10: COc1ccccc1CN1CC(C(=O)NCCc2ccc(C)o2)CCC1=O (centres undefined)
11: CCCCn1c(N)c(N(CCC(C)C)C(=O)C2=NN(c3cc(C)ccc3C)C(=O)CC2)c(=O)[nH]c1=O
12: C=CCN(c1ccccc1OC)S(=O)(=O)c1cccc(C(=O)NCc2ccco2)c1
13: O=C1c2ccccc2C(=O)N1C(CO)C(O)c1ccc([N+](=O)[O-])cc1 (centres undefined)
14: COc1ccc(C(=O)N(c2ccccc2)c2nccc3ccccc23)cc1OC
15: O=C(Nc1ccc(Br)cc1F)c1ccncc1
16: CCC1(CC)NC(=O)N(CC(=O)N2N=C(c3ccc(Cl)cc3)CC2c2ccco2)C1=O (centres undefined)

Compound	9	10	11	12	13	14	15	16
RTF Ca sens inh	0.9	-7.2	-4.7	-9.1	-11.4	-0.8	1.3	-1.2
C-LANA FP	0.2	0.6	0.1	2.2	0.0	0.6	0.6	0.3
cardiac RTF act	-5.8	-1.9	3.4	-2.0	0.6	-9.0	2.1	5.2
PvdQ inh	-1.5	-6.4	-6.1	-12.7	-5.6	-3.1	-14.0	-10.5
Rtt109 Vps75	2.0	-1.4	1.7	-2.8	-8.8	0.4	8.0	7.5
NSD2 HMT inh	-0.5	2.1	3.1	-0.8	-2.2	nt	1.8	1.5
dFosB activator	-3.6	-7.0	-1.7	0.7	0.9	3.7	2.5	-14.7
PfHsp90 yeast 2	nt	-8.2	26.9	-14.6	-12.6	4.1	-6.8	nt
CDK5 inh	-0.5	0.5	0.0	-4.1	1.4	-0.1	0.6	0.2
Keap1-Nrf2 PPI	1.7	-7.5	-2.9	-0.5	-5.3	-1.2	-1.3	-7.6
Mot1-301 SUMO	13.5	-3.8	-2.4	28.7	-0.2	nt	6.0	580.8*

17: Cc1ccc(C(=O)N2CCN(C(=O)N3CCOCC3)CC2)cc1
18: CCOC(=O)CCc1c(C)nc2c(c(C)nn2-c2ccc(C)cc2)c1C
19: N#C/C(=C\c1cn(Cc2ccc(F)cc2)c2ccccc12)C(=O)NCc1ccco1
20: CC(NS(=O)(=O)c1ccccc1)C(=O)NCc1ccco1 (centres undefined)
21: Fc1cccc(-c2csc(-c3ccno3)n2)c1
22: O=S(=O)(c1cccc2nonc12)N1CCN(c2ccccc2F)CC1
23: COc1ccc(S(=O)(=O)N2CCN(CC(=O)Nc3c(C)n[nH]c3C)CC2)cc1OC
24: Cc1nc2c3ccccc3[nH]c(=O)n2n1

Compound	17	18	19	20	21	22	23	24
RTF Ca sens inh	-6.5	-7.5	-2.1	-2.6	-1.0	4.0	-13.4	5.8
C-LANA FP	-0.2	-8.7	1.5	0.9	-0.6	-2.2	-3.2	-1.0
cardiac RTF act	-0.3	-1.8	0.5	-5.8	2.8	-4.7	8.3	-1.9
PvdQ inh	-11.6	-5.4	-8.5	-9.4	3.4	-9.2	7.1	-7.9
Rtt109 Vps75	3.8	-6.0	-4.6	9.4	-1.7	1.9	12.4	-0.1
NSD2 HMT inh	0.7	1.1	-1.5	2.0	-3.4	-2.2	-3.1	-2.1
dFosB activator	-0.6	-1.0	4.3	-8.8	-6.1	4.7	-3.8	-3.4
PfHsp90 yeast 2	0.5	-16.1	3.7	9.2	-4.6	12.8	-10.0	10.5
CDK5 inh	-0.5	0.7	-1.3	2.4	-6.8	1.0	3.7	0.1
Keap1-Nrf2 PPI	-5.0	-0.2	-7.3	-5.0	-6.0	0.4	-1.1	-4.1
Mot1-301 SUMO	-1.2	-14.1	-1.5	-19.1	-8.9	0.3	10.2	-9.9

25: COc1ccccc1C1=CC(=O)C[C@H](c2ccc(Cl)cc2)C1
26: COc1ccccc1N(CC(=O)NCCSc1ccccn1)S(=O)(=O)c1ccccc1
27: COc1ccc(N2CCN(C(=S)Nc3cc(C)ccc3C)CC2)cc1
28: COc1ccccc1NC(=O)c1ccc2c(c1)N(CC(=O)NC(C)(C)C)C(=O)C(C)(C)O2
29: O=c1[nH]c(CSc2nnc(Nc3ccccc3)s2)nc2ccccc12
30: CC1CCCCC1NC(=O)CN1CCC(O)(c2ccc3c(c2)OCO3)CC1 (centres undefined)
31: Cc1ccc(NC(=O)CSc2n[nH]c(-c3cccnc3)n2)cc1Cl
32: CCN(CC(=O)Nc1ccc(NC(C)=O)cc1)C(=O)CSc1nnc(-c2ccco2)n1CC

Compound	25	26	27	28	29	30	31	32
RTF Ca sens inh	0.4	-9.8	-1.3	-15.5	-14.8	-15.4	-3.3	-3.0
C-LANA FP	-1.8	0.8	-0.2	-0.4	-0.8	0.2	1.3	-0.1
cardiac RTF act	3.8	-0.6	-0.2	4.1	6.5	4.6	-6.5	0.9
PvdQ inh	-6.0	-16.3	-2.9	-17.0	-18.5	-11.1	-13.6	-23.1
Rtt109 Vps75	-2.2	0.1	7.2	3.3	-1.9	-8.4	4.2	-1.1
NSD2 HMT inh	nt	-2.6	nt	2.6	-3.6	5.3	-2.1	-2.1
dFosB activator	-3.0	1.5	2.6	-7.9	-9.4	-2.6	-13.4	-4.1
PfHsp90 yeast 2	8.4	25.5	-26.4	26.3	3.5	-16.0	25.6	nt
CDK5 inh	0.3	-0.4	-0.8	-0.5	-0.4	-1.1	-1.3	-2.7
Keap1-Nrf2 PPI	-3.9	3.0	-1.0	-1.4	-4.7	-1.7	0.8	-3.7
Mot1-301 SUMO	0.9	-8.4	11.7	-14.5	7.9	-9.3	1.8	-18.8

33: Cc1ccc(NC(=O)C2CCN(C(=O)[C@@H]3Cc4ccccc4CN3)CC2)cc1
34: CC1(C)OC(C)(C)/C(=C\c2ccccc2[N+](=O)[O-])C1=O
35: CCc1cc2c(-c3ccccc3)cc(=O)oc2cc1OC(=O)c1cccs1
36: CCC(C)c1ccccc1NC(=O)COC(=O)C1=COCCO1 (centres undefined)
37: CC(=O)c1ccc(S(=O)(=O)N2CCN(CC(=O)Nc3ccc(Cl)c([N+](=O)[O-])c3)CC2)cc1
38: CN(C(=O)CSc1nc(-c2ccccc2)cs1)C1CCS(=O)(=O)C1 (centres undefined)
39: Cc1ccc2cc(C#N)c(N3CCCN(S(=O)(=O)c4ccc(F)cc4)CC3)nc2c1
40: c1ccc(Cc2nnc3sc(-c4ccc5c(c4)OCO5)nn23)cc1

Compound	33	34	35	36	37	38	39	40
RTF Ca sens inh	0.6	-4.8	-6.9	-8.1	-0.3	-19.4	3.9	-2.7
C-LANA FP	-1.1	-2.7	-0.7	-0.5	1.7	-1.3	-1.0	-0.6
cardiac RTF act	-0.6	-5.4	3.3	-0.1	-1.3	4.8	4.2	-0.8
PvdQ inh	-2.5	-11.9	-19.1	-16.2	-7.4	-10.0	-8.4	-12.4
Rtt109 Vps75	14.0	16.1	0.3	0.4	-0.3	-4.9	-6.4	5.2
NSD2 HMT inh	1.7	-0.5	0.9	0.4	-1.4	0.8	3.0	-1.6
dFosB activator	-9.2	2.5	0.3	-3.0	-0.9	-0.9	-1.2	-17.1
PfHsp90 yeast 2	-10.2	25.6	5.6	-112.3	14.0	-28.4	-11.6	nt
CDK5 inh	0.9	-0.5	1.7	2.2	-6.6	-2.5	2.5	-1.3
Keap1-Nrf2 PPI	-1.4	-7.0	3.2	3.0	0.7	-3.1	-16.7	-1.4
Mot1-301 SUMO	-4.4	-14.2	6.9	-8.2	7.7	3.4	-2.4	-12.4
